Screening data (PubChem BioAssay)
RXFP1 agonist – qHTS Assay for Agonists of the Relaxin Receptor RXFP1; AID 2676, 2010; Potency, µM (highest dose often 57.5 µM), without a hit: top-dose activation, usual class: activators; HEK293T-RXFP1 cAMP TR-FRET, 30 min; response scale: percent of porcine relaxin response, buffer zero; 370,000 compounds, 0.3% hits; active = well fitted activation curve with a large enough effect; inconclusive = small, poorly fitted or top-dose-only effect; also: potency is read from the fitted curve at half-maximal effect; % is scaled to controls: 0 for no effect and ±100 for the full control effect; nearly all actives have a fitted effect of over 60% in size; many of its hits are not listed in these tables
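cAMP rise read by TR-FRET after 30 min, 37C compound exposure (up to 58 uM) in RXFP1-transfected HEK293 cells with Ro 20174 present. EC50 from Hill-equation fits, with 29 nM porcine relaxin as 100% and buffer as basal.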
D2 agonist – HTS Assay for Allosteric Agonists of the Human D2 Dopamine Receptor: Primary Screen for Agonists | D(2) dopamine receptor (Homo sapiens), P14416 | HEK293 T-REx D2 cells, calcium flux agonist mode | activation, % at 2 µM | 340,000 compounds, 0.53% hits;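 active = activation over 3 SD above normal in the single-dose calcium agonist read, cut at about 30% in these data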; also: 0% is about no effect
Target sequence (P14416 whole entry, looked up): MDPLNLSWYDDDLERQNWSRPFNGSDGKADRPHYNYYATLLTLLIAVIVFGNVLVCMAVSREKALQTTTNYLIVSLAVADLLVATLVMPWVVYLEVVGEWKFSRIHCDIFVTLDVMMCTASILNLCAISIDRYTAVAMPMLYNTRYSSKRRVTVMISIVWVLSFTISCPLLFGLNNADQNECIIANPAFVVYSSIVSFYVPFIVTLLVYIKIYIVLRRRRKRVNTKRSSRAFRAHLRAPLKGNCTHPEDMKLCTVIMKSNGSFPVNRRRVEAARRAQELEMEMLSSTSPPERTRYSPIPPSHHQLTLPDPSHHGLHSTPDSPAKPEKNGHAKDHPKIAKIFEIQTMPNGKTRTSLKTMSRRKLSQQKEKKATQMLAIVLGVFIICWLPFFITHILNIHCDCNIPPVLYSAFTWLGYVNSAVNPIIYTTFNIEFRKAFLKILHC
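Agonism scored from kinetic calcium signal (1 read/sec, 180 s) following compound pin transfer, after a 10 s baseline. Cells: HEK293 Trex line expressing inducible D2 receptor coupled to calcium, dye-loaded after overnight culture at 30 C.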
RXFP1 antagonist – qHTS Assay for Antagonists of the Relaxin Receptor RXFP1 | Relaxin receptor 1 (Homo sapiens), Q9HBX9 | HEK293-RXFP1, relaxin-stimulated cAMP HTRF, 30 min; hits give low values | activity change, negative = inhibition, % at 57.5 µM | 350,000 compounds, 0.59% hits;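 active = activity change of -60% or lower, but not beyond a set lower limit; inconclusive = change between -60% and -40%, or beyond the set limit; inactive = change above -40%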; also: % is scaled to controls: 0 for no effect and ±100 for the full control effect
D1 antag – Antagonist of Human D 1 Dopamine Receptor: qHTS. 360,000 compounds, 3.2% hits. AID 504652, 2011. D(1A) dopamine receptor (Homo sapiens), P21728. activity change, negative = inhibition, % at 10 µM. HEK293 TREx D1 cells, calcium flux, dopamine EC80; hits give low values; in the data active = activity change below about -30%; also: % is scaled to controls: 0 for no effect and ±100 for the full control effect
Target sequence (P21728 whole entry, looked up): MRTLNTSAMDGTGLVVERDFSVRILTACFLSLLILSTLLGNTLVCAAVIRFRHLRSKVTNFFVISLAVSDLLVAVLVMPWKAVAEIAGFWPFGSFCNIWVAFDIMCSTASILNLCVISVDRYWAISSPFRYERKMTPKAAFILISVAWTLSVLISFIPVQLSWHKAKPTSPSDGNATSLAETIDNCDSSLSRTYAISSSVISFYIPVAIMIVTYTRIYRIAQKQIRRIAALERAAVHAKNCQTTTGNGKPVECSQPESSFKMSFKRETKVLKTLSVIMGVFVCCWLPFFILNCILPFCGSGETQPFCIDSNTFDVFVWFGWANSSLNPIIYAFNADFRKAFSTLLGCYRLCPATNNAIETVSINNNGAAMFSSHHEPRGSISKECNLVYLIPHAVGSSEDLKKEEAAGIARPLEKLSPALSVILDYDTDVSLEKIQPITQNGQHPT
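Kinetic fluorescence of a calcium dye serves as the read-out. D1-expressing Hek293 Trex cells, induced overnight at 30 C, are exposed to compound for 180 s before an EC80 dopamine addition, then read 180 s further.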
D2 potentiator – HTS Assay for Positive Allosteric Modulators of the Human D2 Dopamine Receptor: Primary Screen for Potentiators; HEK293 T-REx D2, calcium flux, EC20 dopamine potentiation; potentiation, % at 10 µM; 340,000 compounds, 0.34% hits; AID 485347, 2010;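 active = potentiation over 3 SD above the plate norm, cut at about 30% in these data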; also: 0% is about no effect
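Using a no-wash calcium dye in inducible, force-coupled HEK293 Trex cells expressing D2, we tracked fluorescence each second for 180 s after compound, then for 180 s after EC20 dopamine to detect augmented signalling.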
D1 ag – Allosteric Agonists of the Human D1 Dopamine Receptor: qHTS; activation, % at 2 µM; AID 504660, 2011; D(1A) dopamine receptor (Homo sapiens), P21728; 360,000 compounds, 1% hits; HEK293 T-REx D1 cells, calcium flux, agonist mode; in the data active = activation above about 30%; also: 0% is about no effect
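Inducible HEK293 T-REx D1 cells, force-coupled to calcium signalling, were plated at 4000 cells/well with tetracycline and held overnight at 30 C. After no-wash calcium dye loading, compound-evoked calcium rise over 180 s flagged agonists.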
TRHR enhancer – qHTS for Small Molecule Agonists and Allosteric Enhancers of Human TRH Receptor: Primary Screen for Enhancers. TRHR cells, fluo-8 calcium fluorescence, EC20 TRH enhancement. Thyrotropin-releasing hormone receptor (Homo sapiens), P34981. enhancement, % at 2 µM. 360,000 compounds, 0.66% hits; in the data active = enhancement above about 30%; also: 0% is about no effect
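TRHR-expressing cells loaded with fluo-8 calcium dye were read kinetically (ex 480/em 530) during compound addition, then stimulated with an EC20 of TRH (10 nM final). Enhancement of the Gq-mediated intracellular calcium response was scored.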
D1 potentiator – Potentiators of Human D1 Dopamine Receptor: qHTS. HEK293 TREx D1 cells, calcium flux, dopamine EC20 potentiation. AID 504651, 2011. potentiation, % at 10 µM. D(1A) dopamine receptor (Homo sapiens), P21728. 360,000 compounds, 0.036% hits; in the data active = potentiation above about 30%; also: 0% is about no effect
D2 antag – HTS Assay for Allosteric Antagonists of the Human D2 Dopamine Receptor: Primary Screen for Antagonists; D(2) dopamine receptor (Homo sapiens), P14416; HEK293 TREx D2 cells, calcium flux, dopamine EC80; inhibition, % at 10 µM; 340,000 compounds, 2% hits; in the data active = inhibition above about 30%; also: 0% is about no effect
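Overnight-induced (tetracycline, 30 C) HEK293 T-REx cells carrying force-coupled D2 receive a no-wash calcium dye, then compound, then EC80 dopamine at 180 s; signals are read kinetically throughout.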
* marks the source's active call; other numbers are inactive results; ? = inconclusive; / = not tested or not shown. A portion of the library; the hit share may differ from the screen's.

molecule,RXFP1 antagonist,TRHR enhancer,RXFP1 agonist,D2 potentiator,D1 potentiator,D2 antag,D1 antag,D2 agonist,D1 ag
Cc1ccc(S(=O)(=O)Nc2ccccc2C(=O)Nc2sccc2C(=O)NN(C)C)cc1,-3,1,3.0%,0,-1,-6,-6,0.1,-3
CCOc1cc(CNCCN(C)C)c(Cl)cc1OCC(=O)NCCc1ccccc1,-10,-4,0.2%,-5,4,-4,-1,-1.5,6
O=C(Nc1nc(-c2ccncc2)cs1)c1ccco1,1,15,0.4%,3,-4,-7,8,-0.1,2
O=C(NC1CC2CCC(C1)N2Cc1ccco1)c1ccccc1 (stereo not drawn),-9,7,-0.2%,-5,-25,/,-40*,/,2
CC(NC(=O)C1CCC1)c1ccccc1 (stereo not drawn),2,3,0.5%,0,-4,5,-13,0.5,5
CCC1CN(C(=O)Nc2cc(Cl)ccc2C(=O)OC)c2ccccc2S1 (stereo not drawn),-6,23,13%,1,0,/,17,-0.3,0
COc1ccc(S(=O)(=O)N2c3ccccc3OCC2c2ccccc2)cc1 (stereo not drawn),25,-7,1.9%,-12,-4,/,-1,/,5
Cc1ccc(C)c(NC(=O)c2cc(-c3ccccc3)nn2-c2ccccc2)c1,3,-2,1.8%,-5,-3,-10,0,0.5,5
Cc1ccc(NC(=O)c2nc(S(C)(=O)=O)ncc2N(Cc2ccco2)Cc2cccs2)cc1C,-5,-10,0.6%,-13,-1,/,-14,2.7,12
COC(=O)CSc1nc2ccccn2c(=O)c1C=O,17,-2,6.7%,-8,-2,-5,17,0.8,2
Cc1cccc(NC(=O)c2cc3c(=O)n4ccccc4nc3n2C)c1C,8,-2,1.8%,/,-4,/,-15,0.4,8
CCOC(=O)CNC(=O)Cn1cnc2c(nnn2-c2cccc(Cl)c2)c1=O,-10,-3,12%,-1,-2,1,2,-0.4,-3
COc1ccc(NC(=O)Oc2cc(C)ccc2C(C)C)cc1,-23,-10,1.3%,-11,-4,2,-12,3.3,3
O=C(NCc1ccc(Cl)cc1)c1ccc(CNc2c(N3CCOCC3)c(=O)c2=O)cc1,-11,0,-0.5%,-7,-5,/,-25,/,4
COc1c(-c2ccc(O)cc2)oc2cc(O)cc(O)c2c1=O,/,2,0.1%,-7,-7,-15,-3,-0.7,0

Nothing new here: an excerpt of the list.
molecule,RXFP1 antagonist,TRHR enhancer,RXFP1 agonist,D2 potentiator,D1 potentiator,D2 antag,D1 antag,D2 agonist,D1 ag
O=C(NCc1ccc(Cl)cc1)c1ccc(CNc2c(N3CCOCC3)c(=O)c2=O)cc1,-11,0,-0.5%,-7,-5,/,-25,/,4
COc1c(-c2ccc(O)cc2)oc2cc(O)cc(O)c2c1=O,/,2,0.1%,-7,-7,-15,-3,-0.7,0

Next entries follow:
molecule,RXFP1 antagonist,TRHR enhancer,RXFP1 agonist,D2 potentiator,D1 potentiator,D2 antag,D1 antag,D2 agonist,D1 ag
CCCn1c(=N)n(CC(=O)c2ccc(Cl)c(Cl)c2)c2ccccc21,-9,4,4.0%,-8,-2,-10,17,0.2,1
O=C(Cn1cncn1)N/N=C/c1cccc(Cl)c1,-3,-3,0.8%,9,-1,18,-1,0.2,1
Cn1c(=O)c2c(nc(NCc3cccnc3)n2Cc2ccc(Cl)cc2)n(C)c1=O,-1,-9,2.8%,-8,6,1,1,-0.1,1
CCOc1ccc(C(=O)Nc2ccc(-n3nncc3-c3ccc(OC)cc3)cc2)cc1,-14,0,0.3%,6,-3,/,-15,0.0,5
O=C(CSc1ncnc2c1cnn2CCc1ccccc1)Nc1ccc(F)cc1,/,-5,4.5%,-3,-7,-2,-24,0.6,9
Cc1nc2c(C(=O)NCCc3ccc(Cl)cc3)c[nH]n2c(=O)c1Cc1ccc(Cl)cc1,-23,-1,-2.8%,1,2,/,-21,-0.5,0
COCc1cc(=O)n2[nH]c(C(C)(C)C)cc2n1,-30,2,3.0%,0,0,26,39,-0.7,1
COc1ccc(-c2csc3ncnc(N4CCN(S(=O)(=O)c5cccc(F)c5)CC4)c23)cc1,-13,2,3.8%,3,-7,10,-19,-0.3,3
CCC(C)Sc1nc2c(c(=O)[nH]c(=O)n2C)n1Cc1ccc(Cl)cc1 (stereo not drawn),1,-2,4.0%,15,0,20,25,1.1,5
Cc1cc2oc(=O)cc(CN3CCOCC3)c2cc1C(C)C,4,1,-4.7%,-11,-6,22,-22,-0.7,4
CC(C)CNC(=O)CCSc1nc(-c2ccc3c(c2)OCO3)cc(C(F)(F)F)n1,/,-1,?,-9,-6,/,-6,/,1
Cc1ccc2oc(/N=C(\N)NC(=O)C3CC3)nc2c1,3,-9,0.0%,9,-1,-9,-23,-0.9,2
S=C1NCN(Cc2ccco2)CN1c1ccccc1,-3,4,-0.4%,1,5,-2,-11,0.1,2
CCOc1ccc(NC(=O)CCC(=O)OC)cc1,0,-3,0.7%,10,1,8,12,0.1,2
CN(C)CCCN(C(=O)c1ccc(S(=O)(=O)N2CCCCC2)cc1)c1nc2cc3c(cc2s1)OCO3,-24,1,-2.5%,4,1,5,-4,2.1,33*
COCCNC(=O)C(c1ccc(Cl)cc1)N(CCOC)C(=O)CCC(=O)Nc1nccs1 (stereo not drawn),7,1,-0.5%,-7,3,18,8,0.8,0
CCCCOC(=O)c1ccc(NC(=O)COC(=O)C2CSC3(C)CCC(=O)N23)cc1 (stereo not drawn),-6,-4,0.0%,-4,-7,-14,-46*,3.0,22
CC(=O)c1cn(-c2ccc(Cl)cc2)c(=O)[nH]c1=O,-8,-5,0.6%,19,-1,-7,-32*,-1.9,0
Cc1ccc(-c2nnc(-n3nc(C)cc3C)c3ccccc23)cc1,-2,30*,-0.6%,15,-8,-3,0,-2.0,2
O=C(COc1ccccc1)NNC(=O)c1cc2ccccc2oc1=O,6,-4,1.9%,-6,-4,6,8,0.2,1
COc1ccc(/C=N/NC(=O)c2nc(Cl)c(Cl)c(N)c2Cl)cc1COc1ccccc1F,-16,-18,3.0%,3,2,2,23,-1.2,5
CCc1cccc(C)c1NC(=O)CN1C(=O)C2(SCC(=O)N2c2cc(C)cc(C)c2)c2ccccc21 (stereo not drawn),/,-3,0.3%,-3,-3,/,-6,/,3
O=c1cc(-c2ccccc2)nc2nc(-c3ccccc3)[nH]n12,-4,-2,0.1%,1,0,-12,-26,-0.6,1
O=C(Nc1nc2c(Cl)ccc(Cl)c2s1)C1CC1,-3,1,0.4%,11,-7,9,-5,0.1,1
O=C(CNC(=O)c1cccs1)OCC(=O)c1ccccc1,-11,-9,-0.2%,-9,-3,2,-14,0.3,1
COC(=O)C1CCN(C(=O)/C=C/c2ccc3c(c2)OCO3)CC1,-14,-3,-2.9%,-8,-1,8,1,0.5,1
CC(C)CCNc1nc(Nc2ccccc2)c2cnn(C)c2n1,-21,-3,0.1%,2,0,/,5,1.2,3
CC(C)(C)C1CCc2c(sc(NC(=O)c3ccccc3F)c2C(=O)N2CCCCC2)C1 (stereo not drawn),-7,-2,6.3%,-4,1,/,4,-0.5,1
COC(=O)c1ccc(COc2ccccc2/C=N/NS(=O)(=O)c2ccc(C)cc2)cc1,-1,1,-2.8%,20,-8,20,-7,0.0,1
CC1(C)Cc2c(ccc3ccccc23)/C(=C/C#N)N1,-5,1,3.0%,-10,-6,-3,4,-0.9,1
O=S(=O)(Nc1nc2ccccc2nc1N1CCN(c2ccccc2)CC1)c1ccc(F)cc1,-2,2,2.2%,0,-2,15,-25,1.3,8
O=C(CN1C(=O)/C(=C\c2cccc(Br)c2)Oc2ccccc21)NCCCN1CCOCC1,1,-8,4.8%,2,-4,4,-30,-0.4,14
Cc1ccc(C(=O)Nc2ccccc2C(=O)O)cc1S(=O)(=O)Nc1ccccc1,-9,8,-0.1%,16,17,10,-2,0.2,1
Cc1ccc(-n2nc3c(c2NC(=O)c2ccco2)CS(=O)(=O)C3)c(C)c1,-5,3,1.2%,-14,-4,-3,-5,0.5,1
O=C(COc1ccc(Br)cc1)NCC1COc2ccccc2O1 (stereo not drawn),-6,-3,0.1%,-24,/,33*,-13,-0.2,9
O=C(CN1CC(=O)Nc2ccccc21)NCCc1ccc(Cl)cc1Cl,-9,-8,1.2%,/,-2,9,1,0.6,2
O=C(NC1CC1)C1CC(=O)N(c2cccc(Cl)c2)C1 (stereo not drawn),3,1,5.8%,10,-13,-4,14,0.0,2
COCCNc1oc(-c2ccccc2)nc1S(=O)(=O)c1ccc(Br)cc1,-4,-1,1.2%,7,-5,/,6,1.0,3
COc1cc(OC)cc(C(=O)N[C@H](C(=O)OCC(=O)Nc2ccc(OC)c(OC)c2)C(C)C)c1,6,0,2.7%,-6,0,7,-21,-1.1,0
